Source: PubChem BioAssay
TNAP inh hiacc: human TNAP enzyme inhibitors, primary screen, biochemical, luminescent, high phosphate acceptor level, uHTS. Alkaline phosphatase, tissue-nonspecific isozyme (Homo sapiens), P05186. purified TNAP, CDP-star luminescence, 1 M DEA. inhibition, % at 20 µM. actives 0.03% (n = 200,000);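 active means over 50% inhibition of tissue-nonspecific alkaline phosphatase at 20 µM in the single-dose screen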;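 further: plate controls were DMSO wells for no effect and EDTA-quenched wells as full inhibition for full effect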
Target sequence (P05186 whole entry, looked up): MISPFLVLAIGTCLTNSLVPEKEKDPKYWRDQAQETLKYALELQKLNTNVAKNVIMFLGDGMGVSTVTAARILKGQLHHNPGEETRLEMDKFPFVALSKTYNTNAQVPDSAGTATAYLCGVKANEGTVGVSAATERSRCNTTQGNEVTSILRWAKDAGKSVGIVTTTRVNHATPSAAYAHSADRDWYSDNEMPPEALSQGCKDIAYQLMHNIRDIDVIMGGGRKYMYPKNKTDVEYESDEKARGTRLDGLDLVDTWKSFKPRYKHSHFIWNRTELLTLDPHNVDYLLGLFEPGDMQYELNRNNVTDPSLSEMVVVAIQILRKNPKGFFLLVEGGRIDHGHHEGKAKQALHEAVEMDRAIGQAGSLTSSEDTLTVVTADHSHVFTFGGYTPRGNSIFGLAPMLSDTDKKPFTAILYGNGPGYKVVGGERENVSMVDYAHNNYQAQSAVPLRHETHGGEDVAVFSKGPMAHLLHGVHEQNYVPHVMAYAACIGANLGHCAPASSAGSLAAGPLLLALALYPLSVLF
TNAP inh noacc: human TNAP enzyme inhibitors, primary screen, biochemical, luminescent, no phosphate acceptor, uHTS; Alkaline phosphatase, tissue-nonspecific isozyme (Homo sapiens), P05186; purified TNAP, CDP-star luminescence, 30 min; inhibition, % at 20 µM; actives 0.26% (n = 200,000); AID 1012, 2008;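 active means tissue-nonspecific alkaline phosphatase inhibition above about 50% at 20 µM in the single-dose screen, limit read from the data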;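 further: 0% = DMSO negative control and 100% = EDTA positive control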
PMI act: activators of human PMI, primary screen, biochemical, fluorescence intensity, near-Km mannose 6-phosphate | Mannose-6-phosphate isomerase (Homo sapiens), P34949 | purified human PMI, coupled resazurin fluorescence, 20 min; active compounds read high; 1 = vehicle control, 0 substrate-free wells | activation factor at 20 µM | actives 0.005% (n = 190,000) | AID 1214, 2008;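 active means activation factor of 2 or more at 20 µM, relative to plate controls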
RAM network inh: inhibitors of the yeast RAM network, primary screen, dse1pr::URA3 reporter, 5-FOA selection; S. cerevisiae dse1pr::URA3 reporter, 5-FOA growth OD615, 2 d; analog-sensitive cbk1-as2 kinase mutant strain; inhibition, % at 50 µM; actives 1.8% (n = 190,000);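 active means inhibition above a set limit, 3 SD over mean compound inhibition, cut at about 8.4% in these data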;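 further: 0% = DMSO-only wells with no growth and 100% = 10 µM 1-NA-PP1 full growth; inhibition rescues growth on 5-FOA so higher OD means more RAM inhibition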
PMI act hi M6P: human PMI activators, high substrate, primary screen, biochemical, fluorescence intensity, near-saturating mannose 6-phosphate; Mannose-6-phosphate isomerase (Homo sapiens), P34949; coupled PMI enzyme assay, resazurin fluorescence, 20 min; active compounds read high; 1 = untreated enzyme, 0 = substrate-free blank; activation factor at 20 µM; actives 0.34% (n = 190,000); AID 1216, 2008;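 active means activation factor of 2 or more at 20 µM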
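Test system: Human PMI in coupled enzyme assay | Input: 15 ng/mL PMI | Medium: HEPES-buffered pH 7.4 with magnesium and detergent | Compound: One concentration, 20 µM, in 1% DMSO | Incubation: Enzyme reaction with compound 20 min at room temperature | Detection: Diaphorase-driven resazurin-to-resorufin fluorescence, excitation 544, emission 590 nm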
S1P3 antagonist: S1P3 receptor antagonists, primary screen, cell-based | Sphingosine 1-phosphate receptor 3 (Homo sapiens), Q99500 | CHO S1P3 NFAT-BLA reporter, FRET fluorescence, antagonist mode | inhibition, % at 4.98 µM | actives 0.27% (n = 170,000);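 active means inhibition above the plate cutoff, the mean inhibition of test wells on that plate plus 3 SD, cut at about 28% in these data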;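 further: cells challenged with S1P at its EC80 of 0.8 µM; blue over green emission ratio from cleaved BLA substrate after 4 h stimulation; 0% = S1P-stimulated wells and 100% = unstimulated DMSO-only wells; some compounds past the cut are filed as inactive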
Target sequence (Q99500 whole entry, looked up): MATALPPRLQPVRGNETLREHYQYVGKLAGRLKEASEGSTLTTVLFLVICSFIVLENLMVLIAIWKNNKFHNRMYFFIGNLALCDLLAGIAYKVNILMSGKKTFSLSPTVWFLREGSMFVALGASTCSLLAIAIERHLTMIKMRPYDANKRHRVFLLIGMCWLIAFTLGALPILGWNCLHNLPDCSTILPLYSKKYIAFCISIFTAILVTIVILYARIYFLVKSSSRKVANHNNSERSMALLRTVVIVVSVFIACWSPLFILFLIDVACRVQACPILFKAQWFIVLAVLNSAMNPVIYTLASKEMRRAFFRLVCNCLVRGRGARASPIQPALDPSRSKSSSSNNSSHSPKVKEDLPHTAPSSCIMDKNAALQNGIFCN
Hsp70 activator: Hsp70 transcriptional activators, primary screen, cell-based, HeLa, Hsp70 promoter luciferase, luminescence, 10 µM | HeLa Hsp70 promoter luciferase reporter; scaled: vehicle 0, proteasome-inhibitor control 100% | activation, % at 10 µM | actives 0.04% (n = 200,000) | AID 1203, 2008;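 active means activation above the mean across all tested compounds plus 3 SD, cutoff set per campaign, cut at about 5.5% in these data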;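 further: 100% = MG132 at 30 µM as the positive control and 0% = DMSO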
DTT redox prof: compounds producing H2O2 with reducing agent – biochemical, NIH compound library profiling, artefact control for MLSCN library redox annotation, primary screen. activation, % at 10 µM. AID 878, 2007. actives 0.03% (n = 200,000). DTT-dependent redox cycling H2O2, phenol red/HRP absorbance; 100% = 100 µM peroxide control, 0% = buffer;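 active means activation of at least 50% relative to the plate's high and low controls in the primary single-dose screen; inactive means activation below 50%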;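 further: compound incubated with DTT at 0.8 mM final as the reducing agent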
Lmaj promast: Leishmania major promastigote growth inhibition, primary screen; Leishmania major promastigotes, resazurin fluorescence viability; inhibition, % at 10 µM; actives 9% (n = 200,000); AID 1063, 2008; in the data active means inhibition above about 50%;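 further: promastigotes grown with compound for 44 hours at 28 °C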
Efa HMGR inh: inhibitors of E. faecalis class II HMGR, primary screen, biochemical, Enterococcus faecalis; inhibition, % at 10 µM; actives 0.41% (n = 190,000); HMG-CoA reductase (Enterococcus faecalis, mvaE); purified E. faecalis HMGR, NADPH absorbance 340 nm kinetic;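 active means inhibition above a set limit, the median over all tested compounds plus 3 SD, cut at about 9.5% in these data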;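 further: enzyme runs in reverse so mevalonate oxidation gives rising NADPH absorbance; 0% = complete reaction with DMSO and 100% = background rate lacking mevalonate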
Active calls of the source: *; nt = no result given.

The line under a structure holds: TNAP inh hiacc, TNAP inh noacc, PMI act, RAM network inh, PMI act hi M6P, S1P3 antagonist, Hsp70 activator, DTT redox prof, Lmaj promast, Efa HMGR inh
> CCCn1c(C)cc(C(=O)COc2ccc(C)nc2[N+](=O)[O-])c1C
    3, 6, 1, 0.4, 1, -5, -0.4, 0.3, 0, -9
> CNC(=O)c1ccc2c(c1)nnn2C
    0, 1, 1.1, 0.9, 1.1, -6, -0.1, -0.5, -5, -1
> O=C(O)CC(C(=O)N(c1ccccc1)c1ccccc1)N1CCOCC1 (centres undefined)
    -2, -9, 1, 1.7, 0.9, nt, -0.1, -0.4, -6, -9
> CC(=O)Nc1ccc(NC(=O)C(C)n2nc([N+](=O)[O-])c(Br)c2C)cc1 (centres undefined)
    -5, 0, 1.1, 0.4, 0.9, nt, -0.3, -8.2, 5, -7
> CC(Sc1cnccn1)C(=O)O (centres undefined)
    -1, -5, 0.9, -0.2, 0.9, 9, -0.2, -0.8, -1, -4
> O=[N+]([O-])c1ccc(N/N=C/c2sc(N3CCOCC3)nc2-c2ccccc2)c(S(=O)(=O)Nc2ccc(Cl)cc2)c1
    42, 46, 1.1, 12*, 1, 20, 0.0, -0.8, 66*, -5
> CC(C)c1cc[n+](-c2nc([O-])sc2C=O)cc1
    0, 4, 1, 0.3, 1.3, nt, 0.4, -7.7, -1, 3
> COc1ccc(CCNC(=O)c2ccc(Cl)cc2Cl)cc1
    2, -3, 1, -0.1, 1, nt, -0.2, 0.1, -5, -1
> CCCNS(=O)(=O)c1ccc(CCC(=O)NCCc2ccc(OC)c(OC)c2)cc1
    -6, -13, 1, -0.4, 1, -5, -0.1, -1.8, -2, -1
> COc1ccccc1NC(=S)NC1CCCCC1
    -4, -8, 1, 0.1, 0.9, -6, 0.2, 0.0, 44, 1
> CCC(=O)N(Cc1ccco1)Cc1cc2cc3c(cc2[nH]c1=O)OCO3
    -6, -7, 0.9, 1.5, 0.9, -7, 0.3, -0.2, -8, -1
> COc1cccc(CC(NC(C)=O)C(=O)NC2CCN(S(=O)(=O)c3ccc4ccccc4c3)CC2)c1 (centres undefined)
    -5, -2, 1, 5.0, 1, nt, 0.4, 0.3, 4, 0
> Cc1cc(-c2csc(N)n2)c(C)n1-c1ccc(Cl)c(Cl)c1
    -1, -20, 1.4, 4.9, 1.7, -17, -0.4, 0.1, 6, -6
> CCOC(=O)N1CCN(c2c(NCCCN(CC)c3cccc(C)c3)c(=O)c2=O)CC1
    -2, -12, 1, 2.8, 1, -14, 0.0, 1.4, 8, 1
> NC(=O)c1c(NC(=O)CCCC(=O)O)sc2c1CCCCCC2
    0, -5, 1, 1.4, 1, 4, -0.2, -0.6, -2, -4
> CN(C)c1cc[n+](Cc2ccccc2)cc1
    -9, -9, 1, 1.5, 1, -40, -0.3, 0.6, -3, 5
> COc1ccc(N=Cc2c(O)[nH]c3ccccc23)cc1OC
    -2, -9, 0.8, -0.8, 0.8, -2, -0.2, -0.5, 30, 1
> CCCNC(=O)c1cc(C)no1
    -6, -9, 1, 1.5, 1, nt, -0.5, -0.1, -5, -10
> COc1ccccc1C(C)N(C)Cc1nc(COc2ccccc2)no1 (centres undefined)
    -1, -10, 0.8, -0.8, 0.8, 7, -0.1, -0.4, -6, -1
> CCC(C)NC(=O)C(NS(=O)(=O)c1ccc2c(c1)c(=O)n(C)c(=O)n2C)c1ccccc1 (centres undefined)
    -3, -11, 1, 8.0, 1, 20, -0.2, 0.1, -4, -7
> O=C(COc1ccc(F)cc1)N1c2ccccc2CCc2ccccc21
    1, -3, 0.9, 1.5, 0.9, 9, 0.0, 0.2, 1, 3
> O=C(NCCc1ccco1)c1nn(Cc2ccccc2)c(=O)c2ccccc12
    4, 2, 1, 11*, 0.9, -17, -0.3, -0.1, 1, -2
> Oc1ccc(/C=N/n2cnn(Cc3ccccc3Cl)c2=S)c(O)c1
    -2, 8, 0.8, 0.8, 1, -5, -0.2, 0.0, -15, 3
> CCOC(=O)C1=C(C)N(c2ccccc2)C(=O)C1
    -1, -10, 1, -0.1, 1.1, nt, -0.4, 0.2, 3, 0
> CCCCN(C)CCOc1ccccc1OCC
    -4, -6, 1, 1.6, 1.1, 6, 0.1, -0.3, -4, -2
> OCCOCCOc1cccc2[nH]ccc12
    -6, -19, 1, -0.5, 1, -15, -0.2, -0.5, 0, -2
> Cc1nc(NNC(=O)c2ccc(Cl)cc2Cl)cc(-c2ccccc2)n1
    -5, -12, 1, 0.6, 1, nt, 0.8, -0.1, -8, -4
> CN(CCNC(=O)C1CC(=O)N(C2CCCC2)C1)Cc1ccccc1 (centres undefined)
    nt, nt, nt, nt, nt, -6, -0.4, -1.1, 8, nt
> COc1ccc2cc3cc(C(=O)NCCN4CCN(c5ccccc5F)CC4)oc3nc2c1
    0, 4, 0.9, 0.3, 0.9, -2, -0.4, 0.1, 27, -3
> Clc1nc(CN2CCOCC2)nc2sc3c(c12)CCC3
    -4, -14, 1, 2.0, 1, -7, 0.1, -0.1, 5, 2
> N/C(COc1ncn(-c2ccccc2)n1)=N\S(=O)(=O)c1ccccc1
    11, 20, 1, 1.3, 1, 0, 0.1, -1.1, -4, 0
> Cc1nccn1CC(O)COc1ccccc1 (centres undefined)
    24, -2, 1, 1.8, 1, nt, -0.2, 0.8, -6, -4
> O=S(=O)(CCSc1nc2ccccc2o1)Cc1ccccc1
    -5, -7, 1, 4.5, 1, -2, -0.2, -0.1, 3, -1
> COc1ccc(S(=O)(=O)N2CCN(C(=O)c3ccco3)CC2)cc1OC
    -2, -11, 1, 0.3, 1.1, nt, 0.1, 0.2, -5, 0
> Cc1cc(CNC(=O)c2cccc([N+](=O)[O-])c2)c2ccccc2n1
    -2, -7, 1, 0.0, 1, -4, -0.3, -0.1, 10, 0
> Cc1ccc(C(c2nnnn2C(C)(C)C)N2CCN(C3CCCC3)CC2)cc1 (centres undefined)
    -2, -8, 0.9, -0.1, 1, -13, -0.3, 2.0, 5, -1
> CC(C)CN(C(=O)CN1CCN(c2cccc(Cl)c2)CC1)c1c(N)n(CC(C)C)c(=O)[nH]c1=O
    0, -5, 1.1, -0.3, 1.1, -8, -0.2, -0.4, -1, 0
> CCOC(=O)CNNC(=O)Nc1ccc(Cl)c(Cl)c1
    2, -3, 0.9, -0.1, 0.9, 7, -0.3, -0.9, 1, -2
> COC(=O)c1cc(=O)nc2sc3ccccc3n12
    -9, -16, 1, 0.8, 1, 4, -0.4, -4.0, 0, 0
> CCOc1ccc(NCc2nnc(SCc3ccc(Cl)cc3)n2-c2ccccc2)cc1
    1, -15, 0.7, 4.0, 0.7, -17, -0.2, -0.2, 24, 0

In another format: 2 of the compounds above
SMILES	TNAP inh hiacc	TNAP inh noacc	PMI act	RAM network inh	PMI act hi M6P	S1P3 antagonist	Hsp70 activator	DTT redox prof	Lmaj promast	Efa HMGR inh
O=C(NCCc1ccco1)c1nn(Cc2ccccc2)c(=O)c2ccccc12	4	2	1	11*	0.9	-17	-0.3	-0.1	1	-2
CCOC(=O)C1=C(C)N(c2ccccc2)C(=O)C1	-1	-10	1	-0.1	1.1	nt	-0.4	0.2	3	0

New compounds follow
The line under a structure holds: TNAP inh hiacc, TNAP inh noacc, PMI act, RAM network inh, PMI act hi M6P, S1P3 antagonist, Hsp70 activator, DTT redox prof, Lmaj promast, Efa HMGR inh
> Cc1ccc(NC(=O)CC2SC(=O)N(c3ccccc3)C2=O)cc1 (centres undefined)
    4, 29, 0.9, 4.1, 0.9, nt, -0.1, -0.3, -3, 2
> Cc1ccc(C)c(-c2cc(C(=O)Nc3cccc(C(=O)O)c3)c3ccccc3n2)c1
    -5, -11, 0.9, 4.7, 0.9, -3, -0.5, -1.6, -5, -7
> O=S(=O)(c1ccc(Br)s1)N1CCN(c2ccccn2)CC1
    -4, -8, 0.9, 0.8, 1, -17, 0.0, 1.1, 14, 5
> CCN(CC)/C(=N/O)NC(=O)NS(=O)(=O)c1ccc(C)cc1
    -6, -6, 1, 2.0, 1, -28, 0.0, 0.5, -3, -5
> CCCOc1ccc(S(=O)(=O)n2cc(Br)c(=O)[nH]c2=O)cc1
    -7, -11, 1, 1.2, 1, -18, -0.3, 1.3, -2, -2
> CCOc1ccc(C(=O)NCCCn2ccnc2)cc1
    -3, -10, 1, -0.4, 1, -10, -0.2, 1.1, 2, -2
> COc1ccc(CC(=O)N2CC(C)CC(C)C2)cc1 (centres undefined)
    -2, -19, 1.1, 1.9, 1.1, nt, -0.3, 0.2, -1, 1
> CN(C)/C=N/c1nc2nccc(-c3ccc(F)cc3)n2n1
    0, -8, 1, -0.5, 1, -7, -0.2, -1.1, 2, -2
> CCOC(=O)c1sc(NC(C)=O)nc1-c1ccccc1
    -6, -1, 1, 1.5, 0.9, nt, 0.0, 0.7, -1, -2
> CN1CCN(Cc2cc(=O)oc3ccc(Cl)cc23)CC1
    -1, -4, 1, 0.8, 0.9, -4, 0.1, -0.2, -4, -3
> COc1ccc(-n2c(-c3ccc(F)cc3)cnc2SCC(=O)NCc2ccco2)cc1
    -5, -11, 0.8, 1.6, 0.9, nt, 0.0, 0.2, 100*, -6
> NC(=O)C1CC(=O)N(c2ccc(OCc3c(F)cccc3Cl)cc2)C1 (centres undefined)
    -2, -7, 1, 2.1, 1, -15, -0.4, -0.1, -5, -1
> COC(=O)c1sccc1NC(=O)c1ccoc1C
    -6, -9, 0.9, 3.4, 0.9, -12, 0.3, -0.5, -2, -3
